Assay outcomes deposited in PubChem by National Center for Advancing Translational Sciences (NCATS).
PI5P4Ka inh: PI5P4K alpha (human) kinase inhibition; P48426; PI5P4Kalpha enzyme, ADP-Glo luminescence, 60 min; hits give low values; max response, %; 330,000 tested, 1.2% active; AID 652105; active = max response of -50% or lower; inconclusive = between -30% and -50%; inactive = -30% or higher; also: value at the top dose of about 77 µM; % is scaled to controls: 0 for no effect and ±100 for the full control effect
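Single end-point luminescence (ADP-Glo) quantified ADP from PI5P4Kalpha turnover; ATP 5 microM final, 1 h at RT, 0.1% CHAPS and 0.28 mM EGTA in HEPES pH 7.4.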
PLK1 PBD inh: PLK1 (human) polo-box domain binding inhibition; AID 720504; P53350; Potency, µM, for the others: max response, negative = inhibition, most hits filed as inhibitors; 360,000 tested, 2.8% active; Plk1 PBD binding of FITC phosphopeptide, fluorescence polarization; also: potency is read from the fitted curve at half-maximal effect; series mostly up to about 57 µM; % is scaled to controls: 0 for no effect and ±100 for the full control effect; nearly all actives have a fitted effect of over 65% in size
IL-2 act: activates IL-2 in a cell-based reporter assay | IL-2 activation reporter assay, cell-based qHTS; stimulated with anti-CD3/CD4/CD28 beads; in transgenic mouse T cells | activation, % (series mostly up to about 46 µM) | 360,000 tested, 0.065% active | AID 652025; in the data active = activation above about 50%; inconclusive = mostly about 30% to 49%; also: 0% is about no effect
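EGFP and DsRed fluorescence is measured by plate cytometry in unstimulated transgenic mouse T cells exposed to compound for 60 minutes, then stimulated 18 hours at 37 degrees C with anti-CD3/anti-CD4 beads plus anti-CD28.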
WRN helicase inh: inhibitors of human WRN helicase | 360,000 tested, 0.46% active | WRN helicase unwinding, fluorescent forked duplex, kinetic | Q14191 | Potency, µM (doses to about 114 µM), inactives show top-dose activity change, negative = inhibition, usual class: inhibitors | AID 651768; also: potency is read from the fitted curve at half-maximal effect; % is scaled to controls: 0 for no effect and ±100 for the full control effect; nearly all actives have a fitted effect of over 55% in size
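Enzyme (20 nM final) and test compound sit together 15 min at room temperature before substrate addition. Substrate is a single-forked duplex oligonucleotide (100 nM) labelled with fluorophore and quencher, with 2 mM ATP; helicase unwinding raises red fluorescence, read kinetically.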
CCT modulator: modulators of cytosolic chaperonin (CCT/TRiC) activity; purified chaperonin ATPase assay, HTRF ADP detection, 30 min; activity change, % (concentration not given with the values), hits read low; 360,000 tested, 0.3% active; in the data active = activity change below about -30%; also: % is scaled to controls: 0 for no effect and ±100 for the full control effect
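First, chaperonin was dispensed at 40 nM or 20 nM final depending on batch activity. Next, compounds were pinned at 76 uM and ATP added at 10 uM. After 30 min at 37 °C, ADP detection reagents ran 30 min at ambient temperature.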
EPAC2 agonist: EPAC2 (human) agonism; Q8WZA2; EPAC2 activation, biochemical qHTS; response scale: 100% = 6.5 mM cAMP response; Potency, µM (highest dose often 154 µM), for inactives: at the highest dose activation, actives largely listed as activators; 360,000 tested, 0.079% active; also: potency is read from the fitted curve at half-maximal effect; nearly all actives have a fitted effect of over 50% in size
Target sequence (Q8WZA2 whole entry, looked up): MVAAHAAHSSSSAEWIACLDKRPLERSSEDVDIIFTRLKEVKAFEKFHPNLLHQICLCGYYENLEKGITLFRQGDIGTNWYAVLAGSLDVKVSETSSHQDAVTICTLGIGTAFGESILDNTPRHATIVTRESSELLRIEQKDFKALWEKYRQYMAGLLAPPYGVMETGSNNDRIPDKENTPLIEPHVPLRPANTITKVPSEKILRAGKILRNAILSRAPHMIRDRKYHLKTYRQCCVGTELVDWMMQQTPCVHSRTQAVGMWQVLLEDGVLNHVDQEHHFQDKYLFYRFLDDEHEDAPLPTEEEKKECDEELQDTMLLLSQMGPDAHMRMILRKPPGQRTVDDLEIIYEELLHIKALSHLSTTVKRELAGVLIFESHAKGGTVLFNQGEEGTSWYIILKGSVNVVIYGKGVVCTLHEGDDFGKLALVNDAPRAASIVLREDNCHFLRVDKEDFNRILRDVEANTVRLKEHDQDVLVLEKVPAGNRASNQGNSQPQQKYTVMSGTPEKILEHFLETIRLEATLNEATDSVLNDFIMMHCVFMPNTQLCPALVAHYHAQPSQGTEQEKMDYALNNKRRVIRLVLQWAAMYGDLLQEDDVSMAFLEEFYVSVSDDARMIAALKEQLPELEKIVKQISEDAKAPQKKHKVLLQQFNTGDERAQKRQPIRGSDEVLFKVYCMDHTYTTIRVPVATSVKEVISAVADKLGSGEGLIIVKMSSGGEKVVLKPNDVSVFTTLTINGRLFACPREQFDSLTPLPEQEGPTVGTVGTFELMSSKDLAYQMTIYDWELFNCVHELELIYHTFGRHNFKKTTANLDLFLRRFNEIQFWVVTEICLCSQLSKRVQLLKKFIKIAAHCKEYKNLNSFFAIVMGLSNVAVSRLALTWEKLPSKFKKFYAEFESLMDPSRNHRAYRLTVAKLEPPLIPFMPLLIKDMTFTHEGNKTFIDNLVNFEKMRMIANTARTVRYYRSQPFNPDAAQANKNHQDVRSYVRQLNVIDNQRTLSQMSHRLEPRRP
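qHTS, titration series. 100 nM EPAC2 / 250 nM Rap1B-BODIPY-GDP / 50 uM GDP; RT; ex 480/em 540 nm, 5-min reads to 30 min. Norm. to 6.5 mM cAMP = activation.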
EPAC1 antag: blocks human EPAC1 exchange factor; O95398; EPAC1 GEF assay, Rap1b-BODIPY-GDP exchange fluorescence; Potency, µM (highest dose often 115 µM), for inactives: at the top dose activity change, negative = inhibition, hits mostly inhibitors; 360,000 tested, 0.14% active; AID 720709;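 also: potency is read from the fitted curve at half-maximal effect; plate controls were vehicle for no effect and positive control for full effect; nearly all actives have a fitted effect of over 50% in size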
EPAC1 agonist: agonists of human EPAC1. O95398. EPAC1 agonist qHTS, biochemical assay; response scale: 100% = response to 6.5 mM cAMP. Potency, µM (titrated, usually from 154 µM), for the others: top-dose activation, actives largely listed as activators. 360,000 tested, 0.073% active. AID 720707; also: potency is read from the fitted curve at half-maximal effect; nearly all actives have a fitted effect of over 60% in size
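Multi-concentration qHTS readout: loss of Rap1B-bound BODIPY-GDP fluorescence driven by 100 nM EPAC1 with excess GDP (50 uM), monitored kinetically at room temperature; agonist response expressed relative to 6.5 mM cAMP.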
Starred values were filed as active, the others as inactive; ? = inconclusive; / = no result given; [ ] = another dose, or the depositor's remark. Unless noted, calls follow the shape of the dose curve; as a rule, active = well fitted curve in the direction sought with a large enough effect; inconclusive = small, poorly fitted or top-dose-only effect, or another doubt; inactive = no such curve, though single readings can be large; an effect the other way counts as inactive or inconclusive. A portion of the library (hit frequency here may not be typical).

SMILES | PI5P4Ka inh | PLK1 PBD inh | IL-2 act | WRN helicase inh | CCT modulator | EPAC2 agonist | EPAC1 antag | EPAC1 agonist
C=C(C)C1Cc2c(C)nn(-c3nc(C)cc(C)n3)c2C1 (stereo unspecified) | 8.5 | -4.2% | 0.3 | 0.5% | -0.6 | 0.6% | 10.0% | -7.9%
Cc1ccnc2nc(C(=O)OCCOc3cccc(Br)c3)nn12 | -3.7 | -4.6% | -2.6 | -4.2% | 1.2 | 6.2% | 1.1% | -4.5%
O=C(NCC1CCCO1)c1ccc(NC(=O)c2ccc([N+](=O)[O-])cc2)cc1 (stereo unspecified) | -3.8 | 1.9% | -0.5 | 3.8% | 1.6 | -8.5% | -4.5% | 9.7%
Cc1cc2c(cc1S(=O)(=O)NCC(C)c1ccccc1)n(C)c(=O)c(=O)n2C (stereo unspecified) | 2.1 | -6.4% | -0.4 | 1.3% | -2.2 | -5.6% | 0.4% | -4.9%
CCN(CC)c1ccc([N+](=O)[O-])cc1C(=O)N1CCOCC1 | 1.2 | -9.6% | 0.2 | -1.4% | -1.1 | 5.3% | -5.9% | 7.0%
Cc1ccc(-c2noc(CCCC(=O)NC3CCCCC3)n2)cc1 | 0.8 | -11.5% | -3.5 | 7.9% | -2.1 | 0.2% | 1.1% | 4.1%
CCc1cccc(CC)c1NC(=O)CSc1nc2ccc(N3C(=O)C4C5C=CC(C5)C4C3=O)cc2s1 (stereo unspecified) | -0.8 | -16.2% | -3.3 | 7.8% | 1.5 | 3.4% | -9.5% | -5.3%
COc1cccc(CNC(=O)CSc2ccc(-c3ccccn3)nn2)c1 | -0.7 | -19.5% | 0.0 | 10.4% | -1.6 | 5.6% | -2.2% | 10.8%
COc1ccc(C(=O)NC(=S)Nc2ccccc2[N+](=O)[O-])cc1OC | 2.7 | -11.1% | -2.9 | -2.6% | -0.4 | -5.8% | 2.7% | 1.9%
Nc1n[nH]c(CO)n1 | 0.5 | -7.2% | 0.1 | 0.0% | 0.1 | 12.4% | -4.4% | 9.3%
CC(=O)Nc1cc(C(=O)NCc2ccco2)ccc1Sc1ccc(F)cc1 | 8.6 | -13.4% | 1.6 | 11.0% | -0.8 | 14.0% | 1.7% | -4.2%
C=CCNC(=O)/C(C#N)=C/c1c(N2CCN(c3ccccc3)CC2)nc2c(C)cccn2c1=O | 21.8 | -12.3% | -4.8 | 11.7% | -1.4 | 7.3% | 6.5% | 10.2%
Cc1ccc(C)c(N(C(=O)c2csnn2)C(C(=O)NC2CCCCC2)c2ccncc2)c1 (stereo unspecified) | -1.5 | -4.0% | 0.3 | 0.8% | -0.9 | 11.0% | -6.2% | -4.3%
COc1cc(C(=O)NNC(=S)NC(=O)c2ccc3c(c2)OCO3)cc(OC)c1OC | -1.9 | -17.5% | -0.1 | 2.0% | -0.1 | 4.2% | 1.6% | -3.6%
CCOC(=O)Cn1c(N)c(C(=O)OC)sc1=S | / | ? | 3.0 | -1.7% | 0.5 | -0.2% | 5.3% | -9.6%
CCCOC(=O)c1ccc(NC(=O)Cc2cccs2)cc1 | ? | -8.7% | -3.4 | -10.2% | -1.2 | -4.2% | -22.9% | -9.6%
Cc1ccc(C(=O)NCC(=O)OC(C)C(=O)NC2CCCc3ccccc32)cc1 (stereo unspecified) | 4.0 | 0.8% | -3.9 | 2.2% | 1.9 | -1.6% | 10.4% | 6.1%
O=C(COc1ccccc1[N+](=O)[O-])NCC1COc2ccccc2O1 (stereo unspecified) | 6.1 | 2.4% | 0.1 | -1.4% | 1.9 | -7.1% | -1.6% | -2.5%
CC(C)NC(=O)CN1CCN(Cc2nc(C(c3ccccc3)c3ccccc3)no2)CC1 | -7.4 | -5.5% | -2.8 | -7.2% | -0.1 | 2.6% | -2.0% | -0.8%
CCOc1ccc(NC(=O)Cn2cc(C(=O)C3CC3)c3ccccc32)cc1 | -5.6 | -16.6% | -0.1 | -19.7% | -0.5 | 13.5% | 17.9% | 6.3%
COc1ccc(-c2nnc(SCC#CCO)o2)cc1OC | -55.9* | ? | 1.5 | 7.9% | -4.3 | -0.5% | 6.5% | -0.6%
CCc1ccccc1N(CC(=O)NC1CCCC1)C(=O)CNC(=O)c1cccs1 | 5.0 | -18.4% | -0.3 | -3.1% | -6.0 | -1.0% | -20.3% | -6.4%
Cc1ccc(CONC(=O)/N=C/N(C)C)cc1 | / | 0.1% | -1.7 | 3.6% | -3.1 | 1.3% | 3.7% | 1.2%
O=C(CSc1nc2[nH]ncc2c(=O)[nH]1)Nc1cccc(Cl)c1 | 0.5 | 4.3% | -0.9 | -7.2% | -2.2 | -0.3% | -6.3% | -0.2%
C1COCCNCCOCCOCCN1 | 0.2 | -11.2% | 4.4 | 1.0% | -0.1 | 4.1% | -8.8% | 2.5%
O=C(Nc1ccc(CSc2ccccc2)cc1)c1ccco1 | -3.0 | 2.2% | -0.2 | 3.3% | -2.3 | 2.5% | 6.6% | 3.5%
CN(C)CCCNCCCNC(=O)c1ccccn1 | -0.8 | -15.8% | 0.4 | -1.0% | 0.9 | -2.1% | 2.7% | -0.7%
COc1cc(C(O)c2nc(-c3csc4ccccc34)cs2)ccc1F (stereo unspecified) | 31.3 | -0.7% | 2.1 | -8.2%[57.1 µM] | -1.8 | 11.6% | -17.0% | 11.2%
CCCCn1nnnc1SCC(=O)c1ccc(C)c(C)c1 | 1.8 | -8.6% | -2.4 | -2.0%[57.1 µM] | 1.2 | 4.7% | 6.2% | -2.0%
Cc1ccc(S(=O)(=O)N2CC3=C(C2)C2CC2(C)C3)cc1 (stereo unspecified) | -1.2 | -2.1% | -0.6 | -3.7% | -1.2 | 16.4% | -8.7% | 0.8%
CCc1cccc(NC(=O)C2CC2c2ccccc2)c1 (stereo unspecified) | 1.5 | -5.1% | -0.5 | -6.3% | 0.4 | 20.6% | -11.5% | 14.2%
CCOC(=O)c1sc2nc(C)nc(NCc3ccc(Cl)cc3)c2c1C | 2.3 | 5.8% | -3.7 | -1.0% | 0.6 | 12.2% | -13.6% | 6.3%
CSc1ncccc1C(=O)NNC(=O)c1ccc(NS(=O)(=O)c2cccs2)cc1 | 0.5 | 2.3% | -2.3 | -8.7% | 0.5 | 2.5% | -7.6% | 2.5%
COc1ccc(CN2CCN(Cc3c[nH]c4ccccc34)CC2)cc1 | -2.5 | -12.5% | 0.8 | -25.7%[57.1 µM] | 1.3 | 8.6% | 12.3% | 12.5%
CCC(=O)Oc1ccc2c(C)cc(=O)oc2c1C(=O)CC | -12.3 | -23.9% | -1.5 | -10.9% | -1.6 | 5.5% | 0.0% | -3.0%
Cc1ccc(C(=O)N2CCN(c3ccc([N+](=O)[O-])c(NCc4ccco4)c3)CC2)cc1 | -4.1 | -8.8% | 0.7 | -19.3% | 1.5 | 5.7% | 5.3% | 15.0%
Cc1ccc(N(CC(O)CN2C(=O)NC(C)(C)C2=O)S(=O)(=O)c2ccc([N+](=O)[O-])cc2)cc1 (stereo unspecified) | 3.4 | -2.7% | -0.8 | 1.7% | 0.8 | -6.0% | 8.7% | -6.5%
CC1S/C(=C(\C#N)C(N)=O)N(c2ccc(F)cc2)C1=O (stereo unspecified) | -0.3 | ? | -2.6 | -9.0% | -1.9 | 2.2% | 4.5% | 7.4%
CCOC(=O)C1CCN(C(=O)CSc2nc3ncccc3[nH]2)CC1 | 3.7 | -2.1% | 0.0 | 7.7% | -0.2 | 1.3% | 4.3% | -13.5%
O=C1CCC(C(=O)N2CCCCCC2)CN1Cc1cccc(C(F)(F)F)c1 (stereo unspecified) | 3.3 | -8.5% | -1.7 | -0.3% | -6.8 | -6.4% | -3.7% | -7.1%
Cc1ccc2[nH]cc(C(=O)CN3CCN(c4ccccn4)CC3)c2c1 | 1.3 | -6.0% | 1.3 | -1.8% | -2.3 | 3.3% | 2.5% | 3.2%
CCOC(=O)c1c(C)[nH]c(C(=O)COC(=O)c2ccc([N+](=O)[O-])o2)c1C | 4.2 | -3.6% | 0.5 | -7.7% | -9.7 | -0.4% | 2.6% | 1.1%
Cc1cccc(NC(=O)c2ncn3c2C(=O)N[C@@H](C)C3)c1 | 0.5 | 0.2% | -1.7 | -6.3% | 0.2 | -3.0% | 3.9% | 7.8%
CCN(CC)C(=O)c1ccc(Oc2ccc([N+](=O)[O-])cc2Cl)cc1 | 3.8 | -15.5% | 0.8 | -4.5% | -1.8 | 9.3% | -21.2% | 7.5%
O=C(O)c1cc(Br)ccc1NS(=O)(=O)c1cccc2nsnc12 | -15.3 | ? | -0.6 | -14.7% | -0.7 | 0.0% | -10.8% | -5.2%
CCOC(=O)c1c(C)n(C)c2ccc(OCC(O)Cn3nc(C)cc3C)cc12 (stereo unspecified) | 2.2 | -8.6% | 0.3 | -4.5% | -2.4 | 8.9% | -5.2% | 8.3%
O=C1c2ccccc2C(Nc2ccc3c(c2)OCO3)N1Cc1ccc2c(c1)OCO2 (stereo unspecified) | -10.9 | -0.5% | -1.7 | -0.7% | -1.6 | 2.4% | -24.8% | 3.7%
COc1cc(C)ccc1OCCOCCN(C)Cc1ccccc1 | 0.0 | -12.9% | 0.4 | -12.0% | 0.2 | 5.0% | -5.9% | 0.8%
COc1ccc(C(NC(=O)C2CCN(C/C=C/c3ccc(OC(C)=O)c(OC)c3)CC2)c2ccccn2)cc1 (stereo unspecified) | 0.8 | -2.0% | -0.6 | -1.1% | -0.3 | 7.4% | -2.7% | -13.0%
CCc1nnc(NC(=O)CSc2nnc(Cc3ccccc3)n2-c2ccc(OC)cc2)s1 | / | -0.3% | 1.6 | 1.4% | 1.7 | -4.4% | -12.3% | 0.0%
CC(C)c1ccc(/C=C2\SC(=S)N(CCC(=O)N3CCCCC3CCO)C2=O)cc1 (stereo unspecified) | 0.2 | -16.8% | 0.4 | -12.8% | 0.2 | -1.9% | -14.5% | 1.3%
